UbGFP stabilizer: inhibits proteasome, raising ubiquitin-GFP reporter fluorescence; Potency, µM (doses to about 45.9 µM), without a hit: top-dose activation (GFP accumulation), actives largely listed as activators; 67,000 tested, under 10 active; Ubiquitin-GFP reporter cells, proteasome inhibition, GFP fluorescence; response scale: untreated = 0%, 10 µM MG-132 = 100%; AID 526; active = well fitted activation curve with a large enough effect, not every such curve was filed as active; inconclusive = small, poorly fitted or top-dose-only effect, or another doubt; inactive = no such curve, though single readings can be large or run the other way; note: potency is the fitted concentration of half-maximal effect
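GFP accumulation read-out: laser plate cytometry counting ubiquitin(G76V)-GFP-expressing U2OS cells after 4 hr compound exposure at 37 °C. Titrations spanned 46 uM to 2.9 nM; 0% = basal, 100% = 10 uM MG-132; concentration-response curves fitted.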
BRCT PPI green: inhibitors of human BRCA1 BRCT-phosphoprotein interaction (green fluorophore); BRCA1 BRCT-phosphopeptide binding, green fluorescence polarization; AID 875; P38398; Potency, µM (highest dose often 76.9 µM), for the others: at the highest dose activity change, negative = inhibition, most hits filed as inhibitors; 0.05% of 75,000 active;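 note: potency is the fitted concentration of half-maximal effect; plate controls were peptide without protein for full effect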
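Compounds were incubated for 12 min at room temperature with a complex of 100 nM fluorescein-tagged pBACH1 decapeptide and 250 nM His-tagged BRCT protein. Buffer was phosphate pH 7.3 with EDTA, DTT and Tween 20. Disruption of binding lowers the polarization signal.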
ALOX15 inhib: inhibitors of human 15-lipoxygenase (ALOX15) | P16050 | Potency, µM (titrated, usually from 57.1 µM), for inactives: top-dose activity change, negative = inhibition, usual class: inhibitors | AID 887 | 1.4% of 74,000 active | purified 15hLO-1, xylenol orange hydroperoxide absorbance; note: potency is the fitted concentration of half-maximal effect; % is set by controls: 0 for no effect and ±100 for the full control effect; nearly all actives have a fitted effect of over 55% in size
Target sequence (P16050 whole entry, looked up): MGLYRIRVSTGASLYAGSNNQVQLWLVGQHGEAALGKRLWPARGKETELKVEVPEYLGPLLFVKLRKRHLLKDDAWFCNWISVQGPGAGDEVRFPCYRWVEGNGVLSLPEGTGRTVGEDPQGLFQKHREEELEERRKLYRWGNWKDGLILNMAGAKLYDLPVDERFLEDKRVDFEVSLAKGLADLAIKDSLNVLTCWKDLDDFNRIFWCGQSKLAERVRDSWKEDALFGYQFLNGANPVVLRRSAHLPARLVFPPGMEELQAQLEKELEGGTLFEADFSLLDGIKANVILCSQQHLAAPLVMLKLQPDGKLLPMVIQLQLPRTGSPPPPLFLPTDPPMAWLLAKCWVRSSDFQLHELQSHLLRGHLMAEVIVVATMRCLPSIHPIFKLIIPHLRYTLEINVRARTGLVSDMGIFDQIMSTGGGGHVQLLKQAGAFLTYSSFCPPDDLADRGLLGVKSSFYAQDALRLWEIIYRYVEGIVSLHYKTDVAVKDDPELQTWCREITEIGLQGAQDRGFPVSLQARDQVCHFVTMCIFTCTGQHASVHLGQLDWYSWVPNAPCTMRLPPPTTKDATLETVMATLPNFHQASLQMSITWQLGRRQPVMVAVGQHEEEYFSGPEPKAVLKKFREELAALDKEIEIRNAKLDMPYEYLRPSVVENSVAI
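Purified human 15hLO-1 (40 nM final) in 25 mM Hepes pH 7.5, 0.01% Triton X-100 was preincubated with compound 15 min at room temperature, then reacted 6 min with 50 uM arachidonic acid; hydroperoxide detected by Fe-XO, 573/405 nm absorbance ratio.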
HBB splicing: alters splicing of the hemoglobin beta chain. AID 925. Potency, µM (series often up to 46.1 µM), without a hit: at the highest dose activation, usual class: activators. 0.06% of 65,000 active. HBB splicing reporter cell assay, activation; EGFP reporter with mutant IVS2-654 intron; response scale: normalised to 500 nM splice-correcting PNA; note: potency is the fitted concentration of half-maximal effect; 0% is about no effect
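Compounds were applied for 2 days to HeLa EGFP-654 cells, 500/well in Optimem with 2% FCS. The reporter's EGFP is disrupted by mis-splicing of beta-globin intron IVS2-654. Readout: summed well GFP fluorescence from 488 nm laser scanning; reference was 500 nM antisense […] 654 PNA.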
BRCT inh red: inhibitors of human BRCA1 BRCT-phosphoprotein interaction (red fluorophore); P38398; BRCT-phosphopeptide binding, red fluorescence polarization; Potency, µM (series often up to 76.9 µM), inactives show at the highest dose activity change, negative = inhibition, actives largely listed as inhibitors; 0.03% of 75,000 active; note: % is set by controls: 0 for no effect and ±100 for the full control effect
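Fluorescence polarization: 100 nM His-tagged BRCA1 BRCT with 100 nM TAMRA-labelled phospho-BACH1 decapeptide, phosphate buffer pH 7.3 with 150 mM NaCl, DTT, 0.01% Tween 20; 12 min RT. Binding inhibition seen as FP decrease.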
Hsp90 Hop PPI: changes Hsp90-Hop TPR2A binding signal, up or down; AlphaScreen TPR2A-His6 binding biotin-Hsp90 C-terminal peptide; Potency, µM (highest dose often 57 µM), without a hit: at the top dose activity change, negative = inhibition; 0.44% of 71,000 active; AID 595; active = well fitted curve in either direction with a large enough effect; inconclusive = small, poorly fitted or top-dose-only effect, or another doubt; note: potency is the fitted concentration of half-maximal effect; % is set by controls: 0 for no effect and ±100 for the full control effect; many of its hits are not listed in these tables
CRE-bla Fsk: CRE-bla signaling modulation under forskolin stimulation; CHO CRE-bla reporter (cAMP response element driving beta-lactamase), forskolin EC10, beta-lactamase ratio; 2.5% of 71,000 active; Potency, µM (titrated, usually from 38.2 µM), for the others: at the top dose activity change, negative = inhibition, hits mostly activators; active = well fitted activation curve with a large enough effect in the signal ratio, with a control signal flat, not every such curve was filed as active; inconclusive = small, poorly fitted or top-dose-only effect, or effect the other way, or a change in a side signal; the % refers to the signal ratio; note: potency is the fitted concentration of half-maximal effect; % of control where 0% means no effect
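Titrated compounds plus EC10 NKH 477 on CHO CRE-bla cells, 3 h, 37 °C. CCF4, 2 h RT. Ratio 460/530 nm → AC50.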
4MU fluor: compound fluoresces in the 4-MU spectral region; compound autofluorescence, 340/450 nm, 4-MU equivalents; active compounds read high; 11% of 59,000 active; max dye-equivalent concentration, M; AID 589; in the data active = max dye-equivalent concentration above about 10 nM; inconclusive = mostly about 1.1 nM to 9.6 nM
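Compounds in 100 mM Tris, pH 8.0, incubated 15 min at room temperature, then fluorescence read at 340 nm excitation/450 nm emission. Signal converted to 4-MU dye-equivalent concentration using an on-plate six-point 4-MU standard curve.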
Epigenetic mod: epigenetic GFP locus derepression in mouse cells; Potency, µM (top dose mostly 46.1 µM), without a hit: top-dose GFP derepression (activation); 0.09% of 68,000 active; mouse C127i GFP locus derepression, cytometry, 30 h; note: % of control where 0% means no effect
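Locus derepression in mouse mammary C127i cells whose integrated CMV-GFP reporter is normally silent; GFP expression after 30 h compound treatment was quantified by counting fluorescent cells.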
DNA Pol III inh: blocks replication by bacterial DNA polymerase III holoenzyme; reconstituted DNA polymerase III holoenzyme replication, biochemical; AID 603; Potency, µM (top dose mostly 57.1 µM), without a hit: at the top dose activity change, negative = inhibition; 0.25% of 71,000 active; note: potency is the fitted concentration of half-maximal effect; % is set by controls: 0 for no effect and ±100 for the full control effect
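Reconstituted *E. coli* holoenzyme (0.35 nM Pol III, 1 nM beta, 154 nM SSB, 2 nM primase) was preincubated with compound for 15 min at RT. Synthesis on 1.4 nM ssM13Gori ran 35 min, then was stopped with PicoGreen/EDTA and read as dsDNA fluorescence.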
A350 autofl: compounds fluorescent in Alexa 350 spectral region | max dye-equivalent concentration, M | 11% of 59,000 active | Compound autofluorescence, 340/450 nm, Alexa 350 dye-equivalents; active compounds read high; in the data active = max dye-equivalent concentration above about 10 nM; inconclusive = mostly about 1.1 nM to 9.6 nM
Numbers without * were called inactive; i = inactive; ? = inconclusive; · = no result given; & = joins results of further samples; [ ] = another dose, or the depositor's remark. Unless noted, calls come from the whole dose curve; as a rule, active = well fitted curve in the direction sought with a large enough effect; inconclusive = small, poorly fitted or top-dose-only effect, or another doubt; inactive = no such curve, though single readings can be large; an effect the other way counts as inactive or inconclusive.

SMILES	UbGFP stabilizer	BRCT PPI green	ALOX15 inhib	HBB splicing	BRCT inh red	Hsp90 Hop PPI	CRE-bla Fsk	4MU fluor	Epigenetic mod	DNA Pol III inh	A350 autofl
CCOc1cc(C2NC(=O)NC(O)(C(F)(F)F)C2C(=O)c2ccc(Cl)cc2)ccc1O (configuration not stated)	-2.9%[9.17 µM]	0.0%	0.9%[11.4 µM]	-3.2%[0.0738 µM]	1.0%	-7.3%[11 µM]	?	·	0.0%	-5.9%[11.4 µM]	·
O=C(NCCN1CCN(c2ccccc2)CC1)C1(S(=O)(=O)c2ccc(Cl)cc2)CC1	15.2%	-5.1%	-2.2%	0.0%	-1.0%	-2.8%[2.3 µM]	-13.1%	·	·	3.8%	·
COc1ccc(N(CC(=O)Nc2ccc(S(=O)(=O)N3CCCC3)cc2)S(C)(=O)=O)cc1OC	1.8%	-1.7%	0.5%	0.7%	0.9%	-2.3%	0.1%	i	0.0%	-6.1%	i
CC(NS(=O)(=O)c1ccc(Br)cc1)C(N)=O (configuration not stated)	-0.1%	2.6%	1.4%	-0.4%	0.5%	-1.2%	-10.8%	i	0.0%	-5.3%	i
CC(=O)c1sc(NC(=O)CN2C(=O)CCC2=O)nc1C	-2.8%	0.6%	-0.6%	-0.9%	-2.4%	-0.7%	-5.3%	1.04e-08M*	1.3%	-5.3%	1.29e-08M*
COc1ccc(C2C(C(=O)N3CCN(c4ccccc4F)CC3)c3ccccc3C(=O)N2C)cc1 (configuration not stated)	-4.3%	1.5%	-3.9%	0.0%	0.5%	-4.3%	-20.6%	?	-0.4%	-1.3%	?
O=C(Nc1cccc(Cl)c1)N(Cc1nc2ccccc2c(=O)[nH]1)C1CCCC1	-0.9%	7.3%	-7.4%	-0.4%[57.5 µM]	0.0%	2.1%	?	i	-1.3%	4.8%	i
Cc1cc(Cl)ccc1OCC(=O)Oc1c(Cl)c(Cl)c(Cl)c(Cl)c1Cl	1.4%[9.17 µM]	0.6%[15.4 µM]	12.1%[11.4 µM]	0.2%[9.22 µM]	-0.5%[15.4 µM]	0.4%[11 µM]	24.4%[7.6 µM]	i	0.1%[9.22 µM]	-4.3%[11.4 µM]	i
CC(=O)c1cccc(NC(=O)C=C(C)C)c1	6.5%	-4.3%	2.4%	-0.8%	0.5%	0.3%	2.2%	i	-2.0%	-5.6%	i
COc1cc(C2CC(=O)c3cnc(NC(=O)COc4ccccc4)nc3C2)cc(OC)c1OC (configuration not stated)	3.6%	-0.8%	0.7%	3.3%[0.369 µM]	2.3%	-3.1%	?	i	0.0%	-5.6%	i
CC(=O)c1ccc(OCC(O)Cn2nnc3ccccc32)cc1 (configuration not stated)	8.3%	-1.2%	5.1%	-0.1%[9.22 µM]	-0.8%	-4.2%	1.2%	·	-0.3%	-1.3%	·
COc1ccc2cc1Oc1ccc(cc1)C[C@@H]1c3c(cc(OC)c4c3Oc3cc5c(cc3O4)CCN[C@H]5C2)CCN1C	11.9%[9.17 µM]	1.7%[15.4 µM]	3.3%[11.4 µM]	2.6%[9.22 µM]	1.5%[15.4 µM]	-15.7%[11 µM]	?	i	8.9%[9.22 µM]	-4.0%[11.4 µM]	i
COc1ccc(NC(=O)NCCCN2CCc3ccccc3C2)cc1	-2.4%	-1.2%	-28.2%	0.2%	-0.8%	-3.8%[2.3 µM]	-6.9%	·	·	-11.5%	·
COc1ccccc1N1CCN(C(CNS(=O)(=O)c2cc(F)ccc2F)c2cccnc2)CC1 (configuration not stated)	4.7%	-1.1%	3.0%	-0.3%	1.0%	-13.5%	?	i	-1.4%	-0.1%	i
Cn1c(=O)c(C#N)c(-c2ccccc2)n2cnnc12	-1.7%	-0.8%	16.0%	·	-0.3%	-1.0%	-2.2%	?	1.3%	-2.4%	?

Given as a markdown table: part of the list above.
| SMILES | UbGFP stabilizer | BRCT PPI green | ALOX15 inhib | HBB splicing | BRCT inh red | Hsp90 Hop PPI | CRE-bla Fsk | 4MU fluor | Epigenetic mod | DNA Pol III inh | A350 autofl |
| --- | --- | --- | --- | --- | --- | --- | --- | --- | --- | --- | --- |
| CC(=O)c1cccc(NC(=O)C=C(C)C)c1 | 6.5% | -4.3% | 2.4% | -0.8% | 0.5% | 0.3% | 2.2% | i | -2.0% | -5.6% | i |
| COc1cc(C2CC(=O)c3cnc(NC(=O)COc4ccccc4)nc3C2)cc(OC)c1OC (configuration not stated) | 3.6% | -0.8% | 0.7% | 3.3%[0.369 µM] | 2.3% | -3.1% | ? | i | 0.0% | -5.6% | i |
| CC(=O)c1ccc(OCC(O)Cn2nnc3ccccc32)cc1 (configuration not stated) | 8.3% | -1.2% | 5.1% | -0.1%[9.22 µM] | -0.8% | -4.2% | 1.2% | · | -0.3% | -1.3% | · |

(next part)
SMILES	UbGFP stabilizer	BRCT PPI green	ALOX15 inhib	HBB splicing	BRCT inh red	Hsp90 Hop PPI	CRE-bla Fsk	4MU fluor	Epigenetic mod	DNA Pol III inh	A350 autofl
CNc1ncnc2c1ncn2[C@H]1C[C@H](OP(=O)(O)O)[C@H](COP(=O)(O)O)O1	10.3%	-1.2%	-1.0%[25.6 µM]	·	-1.4%	-0.8%	-5.6%	·	-1.4%	-4.5%	·
Cc1ccc(C2NC(=O)NC(O)(C(F)(F)F)C2C(=O)c2cccs2)o1 (configuration not stated)	-10.9%	-0.6%	1.7%	-0.1%	-0.5%	-6.1%	-8.4%	i	3.6%	4.8%	i
CCSc1nnc(NC(=O)c2csc3c2CCC(C)C3)s1 (configuration not stated)	-2.1%	-1.0%	4.8%	4.0%	1.0%	-1.7%	3.0%	i	0.0%	0.7%	i
CCCCCCCCCCCCCCCC(=O)O[C@H](CC(=O)O)C[N+](C)(C)C	-5.0%&1.4%	-4.3%&-2.2%	-4.3%[25.6 µM]	1.2%	0.3%&0.6%	-0.9%&-9.2%	?	i	-1.4%&1.1%	-1.5%&2.1%	i
O=C(COC(=O)c1ccccn1)NCCCc1ccccc1	-4.0%	-0.3%	6.3%	0.0%[57.5 µM]	-2.2%	-6.0%	-0.1%	i	-4.1%	5.1%	i
Nc1ncnc2c1ncn2[C@@H]1O[C@@H](COP(=O)(O)OP(=O)(O)OP(=O)(O)OP(=O)(O)OC[C@@H]2O[C@@H](n3cnc4c(N)ncnc43)[C@@H](O)[C@H]2O)[C@H](O)[C@@H]1O	-1.6%	-1.1%	-18.7%	1.3%	-1.7%	-9.5%	2.3%	1.37e-08M*	-1.1%	-6.8%	1.17e-08M*
CCOC(=O)C1=C(CNCc2ccccc2Cl)NC(=O)NC1c1ccc2c(c1)OCO2 (configuration not stated)	-6.9%	7.3%	-22.8%	-3.7%	-0.7%	-11.7%	?	i	0.0%	1.1%	i
O=c1cc(O)nc(SC23CC4CC(CC(C4)C2)C3)[nH]1	4.2%	-1.3%	-9.4%	-2.0%[0.369 µM]	-0.6%	-4.9%	4.9%	?	0.0%	-1.1%	?
CC1CCN(C(=O)c2scc3c2OCCO3)CC1	-13.0%	-0.2%	1.3%	-2.3%	0.6%	-2.4%	?	i	2.8%	8.3%	?
O=C(NCCCn1ccnc1)c1cccc(S(=O)(=O)Nc2ccccc2F)c1	2.3%	-1.0%	5.5%	-0.4%[57.5 µM]	0.3%	-5.2%	-10.5%	i	-1.9%	-2.9%	i
CN(C)S(=O)(=O)N(CC(=O)N1CCOCC1)c1ccccc1	12.5%	-1.6%	-6.4%	-0.4%[9.22 µM]	0.5%	0.0%	1.2%	·	0.0%	-9.7%	·
O=C(CN1CCNCC1)Nc1ccccc1Cl	2.6%	-0.5%	-3.6%	-0.6%	-0.4%	-0.1%	?	i	0.0%	-2.7%	i
O=C(NCc1ccccc1)c1cc(-n2cnnc2)ccc1Cl	-3.7%	-0.6%	11.7%	5.8%	0.0%	-5.7%	-3.4%	i	6.5%	-2.6%	i
COc1ccc(Cl)cc1NS(=O)(=O)c1cc(Cl)ccc1OC	6.2%[9.17 µM]	0.1%	-1.1%[11.4 µM]	0.1%[0.0738 µM]	0.2%	-4.1%[11 µM]	?	·	6.5%	-4.2%[11.4 µM]	·
CC(=O)Nc1ccc(S(=O)(=O)NCC(C)NS(=O)(=O)c2ccc(NC(C)=O)cc2)cc1 (configuration not stated)	1.3%	-3.6%	1.7%	1.8%	-0.8%	-3.5%	-7.4%	i	2.6%	-0.6%	i
CN=c1scc(C)n1/N=C/c1ccc(O)cc1	3.0%	-1.6%	-20.1%	-0.1%[57.5 µM]	1.6%	-16.2%	0.1%	?	1.9%	?	?

Source: PubChem BioAssay

Outcome played no part in choosing rows (roughly 12% active in at least one column).
